# Bioassay records as filed in PubChem.
# KDM5B inhibitor – inhibitors of human KDM5B histone demethylase; Q9UGL1; KDM5B demethylase, FDH-coupled NADH fluorescence (FDH is formaldehyde dehydrogenase); Potency, µM (series often up to 57.7 µM), for inactives: top-dose activity change, negative = inhibition, hits mostly inhibitors; actives 2.6% (n = 220,000); active = well fitted inhibition curve with a large enough effect; inconclusive = small, poorly fitted or top-dose-only effect; inactive = no such curve, though single readings can be large or run the other way; also: 0% is about no effect; nearly all actives have a fitted effect of over 70% in size
# Target sequence (Q9UGL1 whole entry, looked up): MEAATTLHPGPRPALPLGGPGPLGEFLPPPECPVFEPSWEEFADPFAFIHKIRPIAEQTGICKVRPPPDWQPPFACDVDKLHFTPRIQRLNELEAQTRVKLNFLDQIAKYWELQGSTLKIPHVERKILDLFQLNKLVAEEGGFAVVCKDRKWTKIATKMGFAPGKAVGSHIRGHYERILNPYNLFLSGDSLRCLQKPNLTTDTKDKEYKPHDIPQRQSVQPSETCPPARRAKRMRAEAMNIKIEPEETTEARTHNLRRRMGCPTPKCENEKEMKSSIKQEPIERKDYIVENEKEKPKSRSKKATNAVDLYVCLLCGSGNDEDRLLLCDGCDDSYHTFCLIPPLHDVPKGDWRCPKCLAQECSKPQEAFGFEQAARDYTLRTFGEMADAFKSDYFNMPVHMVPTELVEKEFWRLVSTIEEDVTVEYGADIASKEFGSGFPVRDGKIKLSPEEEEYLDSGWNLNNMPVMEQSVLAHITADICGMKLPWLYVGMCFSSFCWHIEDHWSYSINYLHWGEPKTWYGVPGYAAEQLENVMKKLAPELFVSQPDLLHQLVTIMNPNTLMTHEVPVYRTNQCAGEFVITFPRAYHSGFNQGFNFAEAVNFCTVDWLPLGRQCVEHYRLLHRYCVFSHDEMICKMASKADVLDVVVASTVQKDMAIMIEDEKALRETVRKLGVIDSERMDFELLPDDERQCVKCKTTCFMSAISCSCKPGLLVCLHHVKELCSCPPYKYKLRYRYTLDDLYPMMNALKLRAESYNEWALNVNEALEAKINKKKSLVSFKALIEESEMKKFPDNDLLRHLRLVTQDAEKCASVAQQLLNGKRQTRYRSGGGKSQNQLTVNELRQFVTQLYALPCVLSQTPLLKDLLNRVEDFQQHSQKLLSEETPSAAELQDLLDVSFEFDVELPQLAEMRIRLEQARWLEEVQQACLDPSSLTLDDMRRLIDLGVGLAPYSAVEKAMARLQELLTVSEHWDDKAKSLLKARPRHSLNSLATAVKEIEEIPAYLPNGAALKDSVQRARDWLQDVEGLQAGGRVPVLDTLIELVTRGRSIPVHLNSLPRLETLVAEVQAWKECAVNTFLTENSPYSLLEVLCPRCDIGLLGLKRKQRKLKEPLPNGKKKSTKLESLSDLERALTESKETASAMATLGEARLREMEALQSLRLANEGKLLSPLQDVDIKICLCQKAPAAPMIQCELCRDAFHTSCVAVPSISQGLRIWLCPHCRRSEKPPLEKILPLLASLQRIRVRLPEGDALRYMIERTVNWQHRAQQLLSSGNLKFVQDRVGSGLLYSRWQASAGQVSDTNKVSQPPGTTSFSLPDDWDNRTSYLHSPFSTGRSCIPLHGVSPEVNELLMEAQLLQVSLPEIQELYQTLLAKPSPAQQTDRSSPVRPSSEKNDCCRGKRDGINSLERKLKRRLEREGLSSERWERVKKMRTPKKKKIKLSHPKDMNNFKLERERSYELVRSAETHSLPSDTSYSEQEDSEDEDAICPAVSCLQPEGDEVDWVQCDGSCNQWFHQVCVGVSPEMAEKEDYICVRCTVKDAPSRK
#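 Here, H3K4me3 peptide (12.5 µM in substrate mix) is demethylated by KDM5BΔAP, 200 nM final, after 10 min compound exposure. Formaldehyde product is coupled through FDH (0.25 U/mL in mix) to NADH fluorescence; 30-min ΔRFU feeds dose-response curves.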
# * marks the source's active call; other numbers are inactive results; ? = inconclusive; [ ] = remark or other dose. Potency is read from the fitted curve at half-maximal effect.
KDM5B inhibitor,smiles
15%[149 µM],Cc1cc(C)c(CN2CCCC23Cc2ccccc2CNC3=O)c(C)c1 (stereo not drawn)
-1%,COc1ccc(-c2n[nH]c3c2cnc2cc(OC)c(OC)cc23)cc1
-20%,COc1cccc(COC2CN(CC(C)C)C(=O)CN(C(=O)c3csc(C(C)=O)c3)C2)c1 (stereo not drawn)
14%,O=C(Nc1ccc(C(=O)N2CCOCC2)cc1)c1ccc([N+](=O)[O-])cc1
19%,CN1CCC(N(C)S(=O)(=O)c2ccc(F)cc2F)CC1
15%,O=C(CCc1ncc(-c2ccc(Cl)cc2)o1)NC1CCS(=O)(=O)C1 (stereo not drawn)
?,O=C(c1ccc(N2CCCOCC2)nc1)N1CCC(CCn2cccn2)CC1
?,Cc1cc(=O)oc2cc(OCC(=O)NCCCn3ccnc3)ccc12
?,CCC1Oc2ccc(NC(=O)c3ccccc3OC)cc2CN(Cc2ccc(OC)cc2)C1=O (stereo not drawn)
11%,CNC(=O)NC(=O)CCN1CCOC(c2cccc(Br)c2)C1 (stereo not drawn)
12%,Cc1nn(C)cc1C(=O)N1CCC2(CC1)CC(c1ccccc1)C(=O)N2 (stereo not drawn)
?,O=C(Cn1c(=O)c2c(n1Cc1ccccc1)CN(Cc1ccccc1)CC2)NCc1ccc2c(c1)OCO2
-12%,COCc1ccc(CNC(=O)c2ccc(C#N)cc2)cc1
-5%,Cc1nnc(N2CCC(C(=O)NC3CCCCC3)CC2)c2nn(-c3ccccc3)c(C)c12
22%[86.2 µM],COc1ccc(C(=O)N[C@H]2[C@H](O)[C@H](O)C[C@@H]2c2cccnc2)cc1
-2%,COc1cccc(CC(=O)Nc2nc(-c3ccc(F)c(F)c3)cs2)c1
17%,Cc1ccc(-c2nc(C(=O)NCc3ccc(OC(C)C)cc3)no2)cc1
-8%[115 µM],Cc1noc(C)c1C(=O)N1Cc2ccccc2CC2(CCCN(CC3CCNCC3)C2)C1 (stereo not drawn)
?,COc1ccc2c(Sc3ccccc3)c(C(=O)N3CCC(C)CC3)[nH]c2c1
42%[activator],Cc1ccc(-c2n[nH]c(-c3ccccn3)n2)cc1
-43%,O=c1n(CC2CC2)nc2n1CCN(Cc1ccc3[nH]ccc3c1)CC2
-9%,CCCCC(=O)N1CCC(OC2CCN(Cc3cccnc3)CC2)CC1
-3%[86.2 µM],O=C(NCc1cccc(F)c1)C1CN(c2ccccc2)C(=O)N1 (stereo not drawn)
1%,COc1cccc(N2CCN(C(=O)C3CCCN(c4cnc5nccnc5c4)C3)CC2)c1 (stereo not drawn)
-22%[86.2 µM],Cc1ccc(C(=O)N[C@H]2CO[C@H]3[C@@H]2OC[C@@H]3Nc2nccc(-c3cccc(F)c3)n2)cc1
27%,O=C(Nc1ccc(F)cc1)c1ccc2c(Cl)c3c(nc2c1)CCC3
-22%,COCc1cc(N2CCC(c3cccc(OC)c3OC)C2)ncn1 (stereo not drawn)
-5%[86.2 µM],COc1cccc(NC(=O)[C@@H]2C[C@@H](c3cccc(C(F)(F)F)c3)N(C)C2)c1
-11%,COc1ccc2c(Sc3ccc(C)cc3)c(C(=O)NCC(C)c3ccccc3)[nH]c2c1 (stereo not drawn)
4%,Cn1ccnc1C(=O)N1CCC(N2C(=O)C(OCC3CC3)C23CCOCC3)CC1 (stereo not drawn)

# Compounds from the list above with an aryl thioether with sulfur outside any ring, in the order listed:
KDM5B inhibitor,smiles
?,COc1ccc2c(Sc3ccccc3)c(C(=O)N3CCC(C)CC3)[nH]c2c1
-11%,COc1ccc2c(Sc3ccc(C)cc3)c(C(=O)NCC(C)c3ccccc3)[nH]c2c1 (stereo not drawn)

# Returning to the listing; the 6 compounds before the break are reprinted first.
KDM5B inhibitor,smiles
-22%[86.2 µM],Cc1ccc(C(=O)N[C@H]2CO[C@H]3[C@@H]2OC[C@@H]3Nc2nccc(-c3cccc(F)c3)n2)cc1
27%,O=C(Nc1ccc(F)cc1)c1ccc2c(Cl)c3c(nc2c1)CCC3
-22%,COCc1cc(N2CCC(c3cccc(OC)c3OC)C2)ncn1 (stereo not drawn)
-5%[86.2 µM],COc1cccc(NC(=O)[C@@H]2C[C@@H](c3cccc(C(F)(F)F)c3)N(C)C2)c1
-11%,COc1ccc2c(Sc3ccc(C)cc3)c(C(=O)NCC(C)c3ccccc3)[nH]c2c1 (stereo not drawn)
4%,Cn1ccnc1C(=O)N1CCC(N2C(=O)C(OCC3CC3)C23CCOCC3)CC1 (stereo not drawn)
20%,Cn1c(=O)c2c(ncn2CC(O)c2cccc(F)c2)n(C)c1=O (stereo not drawn)
?,CCOCC(=O)N[C@@H]1CN(c2ncccn2)C[C@H]1CO
8%,Cc1cc(Br)cc(C)c1O
-9%,Cc1cc(Cl)ccc1NC(=O)c1cnc(-c2ccccc2)nc1-c1ccncc1
-5%,CC(C)N(CC(O)COCc1ccccc1Cl)CC(O)COc1cccc2ccccc12 (stereo not drawn)
25%,Cc1cc(C(=O)Nc2ccccc2C#N)cs1
?,COc1ccccc1CNS(=O)(=O)c1ccc2[nH]c3c(c2c1)CCCCC3
12%,CCc1nc(C)c(C(=O)N2CCOC(CCCC(C)C)C2)o1 (stereo not drawn)
13%,Cc1ccc(C(=O)Nc2ccc(O)c(-c3nc4cc(C)ccc4o3)c2)cc1
16%,O=C(NC1CCCCC1)[C@@H]1C[C@@H](O)CN1C1CCN(C(=O)C2CC2)CC1
14%,Cc1cccc(-n2c(C)nnc2SCc2nc3ccccc3o2)c1
?,Cc1ccc(C(=O)N2CCC3(CC2)NC(=O)N(c2ccccc2)N3)s1
7%,CCN(CC)C(=O)COc1ccc(-c2nnc(Nc3ccccc3)c3ccccc23)cc1
13%,Cc1cccc(C(=O)NCCCc2ccccc2)n1
19%,CC(=O)c1ccc(OCc2ccc(F)cc2)cc1
-21%,CN(C)C(=O)c1ccc(-c2ccccc2N(C)C)nc1
24%,CC(C)c1ccc(SC(C(=O)O)c2ccccc2)cc1 (stereo not drawn)
14%,O=C(Cc1c(C(=O)O)[nH]c2ccccc12)Nc1cccc(C(F)(F)F)c1
?,COc1ccc(Nc2nc(-c3ccc(OC)cc3)nc3ccccc23)cc1
-25%[86.2 µM],COCc1cccc(-c2n[nH]c3c2CC(=O)N(c2ccccc2)C3)c1
9%,Cc1ccc(C)c(Cn2cc(S(=O)(=O)c3ccc(Cl)cc3)c(=O)c3cc(F)ccc32)c1
15%,C/C(=N\NC(=O)CN1CCN(c2ccc(F)cc2)CC1)c1ccco1
-7%[115 µM],O=[S+]([O-])(c1cccs1)N1CCn2c(nnc2-c2ccc(Cl)cc2)C1
?,COc1ccc(N2CCCC2)c(NC(=O)COc2ccccc2)c1
-17%,CCn1c(COc2cccc3cccnc23)nnc1SCC(=O)OC
55%[activator],O=C(CCN1CCN(c2cnccn2)CC1)Nc1cc(Cl)ccc1Cl
?,COc1ccc(OC)c(C2CC(c3ccc(NS(C)(=O)=O)cc3)=NN2C(=O)c2cccs2)c1 (stereo not drawn)
13%,NC(=O)[C@@H]1CN(C(=O)CC2CC2)C[C@H]1COc1ccccc1
16%,O=C(Nc1ccc(C2(C(=O)NCc3ccc(F)cc3)CCCCC2)cc1)C1CC1
19%,COc1cc(S(=O)(=O)N2CCN=C2c2ccccc2)c(OC)cc1Cl

# (further entries)
KDM5B inhibitor,smiles
4%,Cc1ccc2onc(CNC(=O)N3CCN(c4cccc(C(F)(F)F)c4)CC3)c2c1
14%,CCOc1cc(=O)n2c(c1C(=O)N1CCN(c3ccc(F)cc3)CC1)CCCC2
3%,CSc1ccc(/C=C2\SC(=Nc3ccccc3)N(c3ccccc3)C2=O)cc1
13%,OC(COCc1ccccc1F)Cn1nnc(-c2cccnc2)n1 (stereo not drawn)
-19%[86.2 µM],COC(=O)C1CCN(C(=O)CC[C@H]2CNC(=O)[C@@H]3[C@@H](CCN3C(C)C)N2C)CC1
-1%,Cc1ccc(NC(=O)c2oc3ccc(S(=O)(=O)N4CCCCCC4)cc3c2C)cc1Cl
1%,Cc1ccc2c(CN3CCCCC3C)cc(=O)oc2c1C (stereo not drawn)
?,COc1ccc(Nc2ncnc3sc4c(c23)CCCC4)cc1
20%,CCOCCCNC(=O)c1c(NC(=O)c2cc(=O)c3cc(C)c(C)cc3o2)sc2c1CCC2
-6%,CCc1ccccc1NC(=O)C1(S(=O)(=O)c2ccc(Cl)cc2)CC1
-19%,CC(/C=N/O)=N/N=C(C)\C=N\O
-1%,Cc1ccc(C)c(Cn2c(N3CCN(C/C=C/c4ccccc4)CC3)nc3c2c(=O)[nH]c(=O)n3C)c1
13%,Cc1cccc(C)c1-n1nnnc1SC(C(=O)N1CCOCC1)c1ccccc1 (stereo not drawn)
-13%[86.2 µM],CCN(CC)CC[C@H]1CN(C(=O)C2CCC2)CC[C@H]1CC(=O)O
1%,Cc1c(OC(=O)c2ccccc2Cl)cccc1OC(=O)c1ccccc1Cl
16%,CC(NC(=O)C1CCCCC1)c1cccc(Br)c1 (stereo not drawn)
-1%,COc1ccc(S(=O)(=O)Nc2ccc3c(c2)CCN3C(=O)c2cccnc2)c(C)c1
-13%,Cc1ccc(C)c(Cn2c(-n3nc(C)cc3C)nc3c2c(=O)[nH]c(=O)n3C)c1
?,CN1CC(=O)N(C2CCNC2)Cc2c1ncnc2N1CCC(N)CC1 (stereo not drawn)
-10%,CCCc1nn2c(=O)cc(COc3cccc(NC(=O)c4cccs4)c3)nc2s1
29%,CC(=O)c1cn(C2OC(CO)C3OC(C)(C)OC32)c(=O)n(C)c1=O (stereo not drawn)
-15%,COc1ccc(Cl)cc1C(=O)N1CCN(Cc2cc(=O)n3ccsc3n2)CC1
-14%,CC(=O)c1ccc(NC(=O)CSc2ccc(-c3cccs3)nn2)cc1
-23%,CCOc1ccc(OC(=O)c2cn(-c3cccc(OC)c3)c(=O)c3ccccc23)cc1
-18%,CC(=O)c1ccc(NC(=O)N[C@@H]2C=C(C(=O)N[C@H](CC(C)C)C(N)=O)C[C@@H](O)[C@@H]2O)cc1
?,Cc1nnc(N2CCC(C(=O)NC(C)C)CC2)c2nn(-c3ccccc3)c(C)c12
2%[115 µM],FC(F)(F)c1ccc(CN2CCn3c(nnc3-c3ccncc3)C2)cc1
2%,N#Cc1ccc(Oc2cccc(C(=O)OCC(=O)c3ccccc3)c2)cc1C#N
79µM*,COCCNC(=O)c1cc(C2CC2)nc2onc(C3CCNC3)c12 (stereo not drawn)
6%,Cc1ccc(NC(=O)c2nnc(SCC(=O)NC3CCCC3)s2)cc1

# A run of entries from the list above, as a working copy:
KDM5B inhibitor,smiles
-15%,COc1ccc(Cl)cc1C(=O)N1CCN(Cc2cc(=O)n3ccsc3n2)CC1
-14%,CC(=O)c1ccc(NC(=O)CSc2ccc(-c3cccs3)nn2)cc1
-23%,CCOc1ccc(OC(=O)c2cn(-c3cccc(OC)c3)c(=O)c3ccccc23)cc1
-18%,CC(=O)c1ccc(NC(=O)N[C@@H]2C=C(C(=O)N[C@H](CC(C)C)C(N)=O)C[C@@H](O)[C@@H]2O)cc1
?,Cc1nnc(N2CCC(C(=O)NC(C)C)CC2)c2nn(-c3ccccc3)c(C)c12

# (listing goes on)
KDM5B inhibitor,smiles
-7%,Cc1nc(-c2ccc(S(=O)(=O)Nc3ccc(C)c(C)c3)cc2)co1
2%,Cc1cc(=O)n(CC(=O)Nc2ccccc2F)c(-c2ccc(F)cc2)n1
?,O=C(Cc1ccccc1)Nc1cccc2ncccc12
44%[activator],O=C(CN1CCCn2nc(CO)cc2C1)Nc1nnc(C2CCC2)s1
-24%,O=C(c1ccoc1)N1CCCN(c2cc(-c3ccc(Cl)cc3)[nH]n2)CC1
21%,Cc1ccc(C(=O)COC(=O)C2C3CC4OC(=O)C2C4C3)cc1 (stereo not drawn)
-11%,Cc1ccc(C2(C(=O)N3C[C@@H](CN4CCCCC4)[C@@H](CO)C3)CC2)cc1
-23%,COc1cccc(CNC(=O)Cn2c(=O)ccc3cc(S(=O)(=O)N4CCCC4)ccc32)c1
?,COc1ccc(Nc2cc(C(=O)NCCCN(C)Cc3ccccc3)c3ccccc3n2)c(OC)c1
18%,O=C1CCC[C@@H]2C3CC(CN(C(=O)C4(c5ccccc5)CC4)C3)CN12 (stereo partly drawn)
26%,COc1ccccc1CNC(=O)c1c(OCC2CC2)cc(=O)n2c1CCCCC2
-6%,CC(Cn1cccn1)C(=O)N1CCc2onc(-c3ccc(F)c(F)c3)c2C1 (stereo not drawn)
-6%,Cc1ccc2c(=O)cc(C(=O)N(Cc3ccccc3Cl)C3CCS(=O)(=O)C3)oc2c1 (stereo not drawn)
-7%,COC(=O)C1=C(N)Oc2c(oc(CO)cc2=O)C1c1ccc(F)cc1 (stereo not drawn)
21%,CCc1ccc(/C=N/O)cc1
18%,C#CCN1CCC(C(=O)Nc2ccccc2CC)CC1
-5%,Cc1ccc(-c2nnc(SCC(=O)N3CCCc4ccccc43)o2)cc1
-15%,CC(C)NC(=O)CN1CCN(C(=O)c2cc3cc(Br)ccc3[nH]2)CC1
2%,CC(C)C(=O)Nc1ccc2c(N3CCCCC3)ncnc2c1
-23%,COC(=O)c1cnc(N2CCN(c3ccccc3OC)CC2)c2ccccc12
16%,COc1cc2c(cc1OC)C(C)N(C(=O)c1c(-c3ccccc3)noc1C)CC2 (stereo not drawn)
-15%[86.2 µM],Cc1ccc(C(=O)N2CCC3(C2)C(=O)N(C)c2ccccc23)cc1 (stereo not drawn)
6%,COc1ccc([C@@H]2CN(C(=O)CCn3nccc3C)C[C@H]2N(C)C)cc1
-3%,COCCN1CCN(C(=O)C2CCC(=O)N(CCc3ccccc3)C2)CC1 (stereo not drawn)
-5%,CC(C)Sc1ncc(Cl)c(C(=O)N(Cc2ccc(N(C)C)cc2)C2CCS(=O)(=O)C2)n1 (stereo not drawn)
12%,CCOc1ccc(NC(=O)CN(c2ccc(C)cc2)S(=O)(=O)c2cccs2)cc1
-5%,O=C(O)CSCc1ccc(F)cc1

# These rows are one share of the data, so the mix of outcomes need not match the whole.
